S3 lipid droplet: qHTS Assay for Lipid Storage Modulators in Drosophila S3 Cells; 0.64% of 320,000 active; lipid storage change, negative = inhibition, % at the top dose, mostly 46.1 µM; hits show Potency in µM; Drosophila S3 cells, BODIPY lipid droplet fluorescence, 18-24 h; cells fed with added oleic acid; active = well fitted inhibition curve with a large enough effect in the signal ratio, with a control signal flat, not every such curve was filed as active; inconclusive = small, poorly fitted or top-dose-only effect, or effect the other way, or a change in a side signal; the % refers to the signal ratio
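Drosophila S3 cells loaded with oleic acid (400 uM, as added) and compounds at several concentrations; lipid droplets imaged by 488-nm laser-scanning cytometry, 500–530 nm intensity and object ratio to cell channel. Percent activity normalized to 20 uM Triacsin C.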
S3 lipid droplet cell count max: also measured in S3 lipid droplet; calls as there; cell number change, %; measured here: cell count max response;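 cells counted by Cell Tracker Red CMTPX staining in the red channel; peak over a dose series mostly up to 46.1 µM; percent activity relative to internal control wells on each plate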
The depositor's hits bear a star; i = inactive; ? = inconclusive; . = not tested or not shown; & = joins results of further samples; [ ] = remark or other dose. % is scaled to controls: 0 for no effect and ±100 for the full control effect; potency is read from the fitted curve at half-maximal effect. This is a subset (hit frequency here may not be typical).

SMILES	S3 lipid droplet	S3 lipid droplet cell count max
CCOC(=O)CCc1c(C)c2ccc(OC(C)C(=O)OCC)c(C)c2oc1=O (stereo not given)	?	.
CCOc1cc(/C=C2\SC(N)=NC2=O)ccc1O	?	.
CN(C(=O)CCl)C1CCCc2ccccc21 (stereo not given)	?	.
O=C(Nc1ccon1)Nc1ccc(Cl)cc1Cl	?	.
C/C(=N/OCC(=O)NCCCCCCNC(=O)CO/N=C(/C)c1cccs1)c1cccs1	?	.
CCc1nccn1C(=O)c1cnn2c(C(F)F)cc(-c3ccc(C)cc3)nc12	14.8%	1.3
Cc1cccc(OCC(=O)NCC(c2ccco2)N2CCCC2)c1 (stereo not given)	i	7.2
CCN1CCCC1CNC(=O)c1ccc(Sc2ccc(F)cc2)c([N+](=O)[O-])c1 (stereo not given)	?	.
COc1cc(C(=O)NCCCc2nc3ccccc3n2Cc2cc(C)ccc2C)cc(OC)c1OC	?	.
CCOC(=O)Cc1cnc(NC(=O)CSc2nc(C)c(CC)c(=O)[nH]2)s1	?	.
CCCNC(=O)c1cccc(C(F)(F)F)c1	12.7%	-1.2
CC1CC(OCC(O)CN2CCN(Cc3ccccc3)CC2)CC(C)(C)C1 (stereo not given)	-1.9%	7.4
COc1cccc(-c2c(C(=O)N/N=C/c3ccco3)nnn2-c2nonc2N)c1	i	25.8
CCS(=O)(=O)N1CCN=C1SCc1ccccc1	i	-9.0
CCOc1ccccc1NC(=O)CCn1ccnc1	?	.
O=S1(=O)N=C(Oc2ccccc2)c2ccccc21	?	.
COc1ccc(OCc2n(CC(=O)OC3CC(C)CCC3C(C)C)c3ccccc3[n+]2C)cc1 (stereo not given)	?	.
COc1nccc(C(F)(F)F)c1C(=O)Nc1ccc(Cl)cc1	2.2%	21.8
N=c1c(C(=O)NC2CCCCC2)cc2c(=O)n3ccccc3nc2n1Cc1ccco1	?	.
COc1ccc(S(=O)(=O)Nc2c3ccccc3nc(=O)n2-c2ccccc2)cc1	i	.
CSc1cccc(NC(=O)C(C)Sc2ccc(C)cc2)c1 (stereo not given)	?	.
CCOc1nc(-c2ccc(Cl)cc2)nc2ccccc12	?	.
CC(=O)NCCC1CCN(c2nc3nonc3nc2N(C)Cc2ccccc2)CC1	-12.4%	-9.3
CN1CCC(OC(=O)c2cccc(Br)c2)CC1	?	.
O=C(NC1CCCC1)C(=O)N(Cc1cccnc1)C(C(=O)NC1CCCC1)c1ccco1 (stereo not given)	?	.

3 entries out of the list, ordered by SMILES length, low to high:
SMILES	S3 lipid droplet	S3 lipid droplet cell count max
O=C(Nc1ccon1)Nc1ccc(Cl)cc1Cl	?	.
CCS(=O)(=O)N1CCN=C1SCc1ccccc1	i	-9.0
C/C(=N/OCC(=O)NCCCCCCNC(=O)CO/N=C(/C)c1cccs1)c1cccs1	?	.

(listing goes on)
SMILES	S3 lipid droplet	S3 lipid droplet cell count max
O=C(Nc1ccccc1O)c1cccc(S(=O)(=O)N2CCOCC2)c1	-14.3%	14.8
COc1cccc(N/C(SCc2cccc([N+](=O)[O-])c2)=C(/C#N)C(N)=O)c1	11.9%	-1.6
O=C(Cn1nnc2ccccc2c1=O)N[C@@H](Cc1ccccc1)C(=O)O	?	.
CN(C)c1ccc(P(=O)(OCc2ccccc2)C(O)c2ccncc2)cc1 (stereo not given)	-1.1%	-8.4
CC(NC(=O)/C(C#N)=C/c1cn(-c2ccccc2)nc1-c1ccc(F)cc1)c1ccccc1 (stereo not given)	?	.
CCCC(=O)Nc1c2c(nc3ccccc13)N(c1ccccc1)CC2	6.0%	3.3
Fc1cccc(CN2CCSCC2)c1	-3.4%	3.5
COc1ccc(-c2cc(-c3ccc(N)cc3)nc(N)c2C#N)cc1OC	11.2%	19.1
CCOC(=O)c1c(NC(=O)COC(=O)CNC(=O)c2ccc(Cl)cc2Cl)sc(C(=O)N(C)C)c1C	i	-24.5
Clc1nc(-c2ccccn2)nc2scc(-c3ccccc3)c12	?	.
Cc1csc(NC(=O)C2CCN(S(=O)(=O)c3ccccc3F)CC2)n1	?	.
Cc1ccc2nc(/C=C/c3cccc(F)c3)ccc2c1	?	.
CCCc1nnc(NC(=O)CCC(=O)NCc2ccccc2Cl)s1	?	.
COCCNC(=S)N(CCO)Cc1cc2cc3c(cc2[nH]c1=O)OCCO3	?	.
CC(C)(CNC(=O)c1ccccc1NS(C)(=O)=O)N1CCCCC1	i	-23.7
C/C(=N\N(c1ccccc1)c1ccccc1)c1ccc(O)cc1	?	.
CCN(CC)c1ccc2ccc(=O)oc2c1	?	.
O=[N+]([O-])c1cc([N+](=O)[O-])c2cccnc2c1O	?	.
C#CC(C)(C)NC(=O)c1cnc(-c2ccccc2)nc1-c1ccccc1	3.6%	22.6
Cc1ccc(C(=O)NCCSC(C)(C)C)cc1	?	.
COc1ccc2c(c1)c(=O)c(C(=O)c1ccc(F)cc1)cn2CC(=O)Nc1ccc(F)cc1	?	.
O=C(NCCc1ccccc1F)C1CCC(=O)N(CCCN2CCCC2=O)C1 (stereo not given)	5.5%	3.4
COc1ccc(CCC(=O)NCc2cn3ccc(C)cc3n2)cc1	19.7%	1.8
O=C(NC1CCCCC1)N1CCN(c2ncccn2)CC1	?	.
Cc1cc(S(=O)(=O)N2CCCC2)ccc1OCC(=O)NCc1ccco1	?	.
Following part:
SMILES	S3 lipid droplet	S3 lipid droplet cell count max
CCCN(CCC)S(=O)(=O)c1ccc(NC(=O)COc2ccccc2)cc1	?	.
COCc1cc(C)nc(SCC(=O)Nc2cc3c(cc2C#N)OCO3)c1C#N	?	.
Cc1ccc(C(=O)Nc2cccc(S(=O)(=O)N3CCOCC3)c2)cc1[N+](=O)[O-]	-8.0%	17.8
COC(=O)c1ccccc1NS(=O)(=O)c1cn(C)c(=O)n(C)c1=O	?	.
CCCCN(CC)CCCNC(=S)Nc1ccc2nc(N3CCN(C)CC3)cc(C)c2c1	i	.
CC1CCc2nn(CC(=O)NC3CCCC3)cc2C1 (stereo not given)	11.4%[9.22 µM]	.
O=C(CSc1nnc2ccccn12)NNC(=O)c1ccccc1	?	.
Cc1nc(-c2ccc(C(=O)NCCO)cc2)cs1	-12.8%	-13.6
COC(=O)C1CCN(C(=O)COC(=O)c2cc(-c3ccccc3)nc3ccc(OC)cc23)CC1	?	.
COc1ccc(OC)c(/C=N/n2c(-c3n[nH]c4c3CCC4)n[nH]c2=S)c1	-3.3%	-8.3
CCOc1ccc(-n2nnnc2SCC(=O)Nc2ccc(NC(C)=O)cc2)cc1	?	.
O=C(O)c1ccc(N/N=C2/CCSc3ccc(F)cc32)cc1	10.0%	-0.5
Cc1cc(NCc2cccnc2)no1	0.1%	3.7
Cc1nonc1NC(=O)c1oc2ccc(F)cc2c1C	?	.
COc1cc(/C=N/Nc2nc(C)cc(=O)[nH]2)ccc1O	4.4%	2.2
O=C(CCNC(=O)c1ccc(Br)cc1)Nc1ccc(S(=O)(=O)N2CCCCC2)cc1	?	.
COc1ccc(C)cc1N(CC(=O)Nc1ccc2c(c1)OCCO2)S(C)(=O)=O	?	.
Cc1cccc2c(-c3ccccc3)cc(=O)[nH]c12	-2.3%	0.6
Clc1ccccc1-c1nnc(CNC2CC2)o1	-0.1%	-15.5
CC(C)NC(=O)C(=O)NCc1ccccn1	?	.
CCOc1ccc(S(=O)(=O)Nc2ccccc2SC)c2cccnc12	-13.8%	1.6
Cc1ccc(C(=O)NNC(=O)c2n[nH]c(=O)c3ccccc23)cc1C	?	.
CCOc1ccc(C(=O)CC(C(=O)O)N2CCCCC2)cc1 (stereo not given)	?	.
CCOC(=O)C1CCCN(CCCc2ccccc2)C1 (stereo not given)	12.0%&-2.6%	14.6&-14.6
Cc1cccc(OCC(=O)N/N=C/c2ccc3c(c2)OCO3)c1	26.9%	-3.2
Further results:
SMILES	S3 lipid droplet	S3 lipid droplet cell count max
COc1cc(OC)cc(OCC(O)Cn2cnc3cc(C)c(C)cc32)c1 (stereo not given)	?	.
CCOC(=O)NC(=O)c1cn(CCN(C)C)c(=O)[nH]c1=O	-11.4%	-1.2
O=[N+]([O-])c1ccc(N/N=C\c2ccccc2OCc2ccccc2)cc1	?	.
CSc1cccc(NC(=O)CCCNC(=O)c2ccc(Cl)cc2)c1	?	.
CCN(CC(=O)Nc1c(F)cccc1F)C(=O)Cn1[nH]c(=O)c2ccccc2c1=O	?	.
Cc1cccc(CSc2nnc(NC(=O)CSc3nnc(C)s3)s2)c1	-0.1%	-6.8
N#C/C(=N\Nc1ccc(F)cc1)C(=O)C1CC1	2.2%	24.9
Cc1ccc(CNC(=O)CCCn2nc(C)c3c(C)n(-c4ccccc4)nc3c2=O)cc1	i	24.5
COc1ccc(C(=O)NNC(=O)CCn2nnc(-c3ccc(C)cc3)n2)cc1OC	8.9%	-13.8
CN1c2ccccc2C(=O)/C(=C\Nc2ncccn2)S1(=O)=O	-1.6%	24.3
C=CCNC(=O)CSCc1ccc(Br)cc1	?	.
O=C(CN1C(=O)c2cccc3cccc1c23)NC1CCCCC1	?	.
Cc1cc(C(=O)COC(=O)c2ccc(O)cc2)c(C)n1CC1COc2ccccc2O1 (stereo not given)	?	.
CCOC(=O)C1=C(COC(=O)C2CC(=O)N(c3ccccc3F)C2)NC(=O)NC1C (stereo not given)	13.9%	-1.1
Cc1ccc(C)c(OCc2cc(C(=O)N3CCN(c4cnccn4)CC3)no2)c1	?	.
COc1cccc(C(=O)NCC(=O)n2nc(C)cc2C)c1	7.9%	2.4
CC(C)NC(=O)CN(Cc1ccc2c(c1)OCO2)C(=O)CCC(=O)Nc1ccccn1	18.4µM*	0.4*
C/C(=N\O)C(=O)NCCN(C)C	?	.
COc1ccc(N(CN2C(=O)C3C4C=CC(C4)C3C2=O)C(=O)c2ccco2)cc1 (stereo not given)	5.5%	.
CC1Cc2ccccc2N1Cc1cc(=O)c(OCC(=O)NCCc2ccccc2)co1 (stereo not given)	?	.
COC(=O)[C@@H](N)Cc1ccc(O)c(O)c1	-0.1%	1.8
O=C(Nc1ccc2c(c1)OCCO2)C1CC(O)CN1C(=O)Nc1ccccc1 (stereo not given)	?	.
Cc1cc(C(F)F)n2ncc(C(=O)N3CCC(C(N)=O)CC3)c2n1	i	.
CCOc1ccc(Oc2c(/C=N/NC(N)=O)c(C)nn2-c2ccccc2)cc1	?	.
Cn1cc(CNCCN2CCCCC2=O)c(-c2cccc(Cl)c2)n1	-3.4%	24.9

Complete entries, looked up by structure.
CCN(CC(=O)Nc1c(F)cccc1F)C(=O)Cn1[nH]c(=O)c2ccccc2c1=O is listed as S3 lipid droplet = ?; S3 lipid droplet cell count max = .
C=CCNC(=O)CSCc1ccc(Br)cc1 is listed as S3 lipid droplet = ?; S3 lipid droplet cell count max = .
C/C(=N\O)C(=O)NCCN(C)C is listed as S3 lipid droplet = ?; S3 lipid droplet cell count max = .

Pulled by structure from the list above:
SMILES	S3 lipid droplet	S3 lipid droplet cell count max
COc1ccc(N(CN2C(=O)C3C4C=CC(C4)C3C2=O)C(=O)c2ccco2)cc1 (stereo not given)	5.5%	.
Cn1cc(CNCCN2CCCCC2=O)c(-c2cccc(Cl)c2)n1	-3.4%	24.9

Going on with the list.
SMILES	S3 lipid droplet	S3 lipid droplet cell count max
Cc1nc2ccccn2c1-c1csc(Nc2ccc(C(=O)O)cc2)n1	?	.
Cc1cccc(NC(=S)NNC(=O)c2csc(C(C)C)c2)c1	-6.3%	-1.5
CC1(C)Cc2ccccc2-c2nnc(-c3cccnc3)n21	-2.6%	-18.4
CCn1cc([N+](=O)[O-])c(=O)c2cc(F)c(N3CCOCC3)cc21	16.2%	10.6
COc1cc(NC(=O)C/C(C)=N/NC(=O)Cc2ccc(Cl)cc2)c(OC)cc1Cl	?	.
Cc1ccc(NC(=O)CCc2c(C)nn(-c3ccc(N4CCOCC4)nn3)c2C)cc1C	i	-4.3
NC(=O)C1=NOC(CNc2ncc(C(F)(F)F)cc2Cl)C1 (stereo not given)	?	.
Nc1cccc(-n2nncc2-c2ccccc2)c1	-9.5%	-12.5
Cc1ccc(-n2cc(-c3ccccc3)c3c(N4CCOCC4)ncnc32)cc1	6.1%	3.2
CCCCCCCCCCCCS[C@H]1CS(=O)(=O)C[C@@H]1O	-11.5%	-8.8
COc1ccccc1C(=O)C1CCCN(C(=O)c2ccccc2C(C)=O)C1 (stereo not given)	?	.
Cc1cc(C(=O)C(C)Cl)c(C)n1Cc1ccco1 (stereo not given)	?	.
CC(=O)c1ccc(N2CCN(C(=O)c3cc(-c4ccncc4)nc4ccc(Cl)cc34)CC2)cc1	?	.
CC(C)NC(=O)COC(=O)c1ccccc1CSC1=NCCS1	?	.
O=C(NCC1OCCc2ccccc21)c1cc(COc2c(F)cccc2F)on1 (stereo not given)	16.2%	2.9
CC(OC(=O)c1cc2sccc2n1C)C(=O)NCc1cccs1 (stereo not given)	12.5%	-11.9
CCCCN(CC)C(=O)c1cc2cc3ccc(Cl)cc3nc2o1	?	.
COc1ccc(NS(=O)(=O)c2ccc(NC(=O)c3ccc(CN4CCOCC4)cc3)cc2)cc1	0.7%	0.4
CCOC(=O)CSc1nc2c(sc(=S)n2-c2ccccc2OC)c(=O)n1-c1ccccc1OC	16.0%	19.8
O=C(Cn1c(=O)c2ccccc2n(CC(=O)N2CCCCC2)c1=O)N1CCCCC1	?	.
COc1ccc(N=C2SCC(c3ccc(C)cc3)=NN2CCO)cc1	?	.
CS(=O)(=O)N(CCc1ccccc1)CC(=O)N1CCc2ccccc2C1	?	.
O=C(Cn1c(C(F)(F)F)nc2ccccc21)Nc1ccccc1N1CCOCC1	i	7.1
Cc1cc(O)c(NC(=O)c2cc([N+](=O)[O-])ccc2Cl)cc1C	-3.9%	-6.1
CN1C(=S)SC(/[N+]([O-])=C\c2ccccc2)C1(C)C (stereo not given)	i	.

Screens (PubChem)
